FBW7 activator: FBW7 E3 ligase activators, primary screen, biochemical, AlphaScreen, human; F-box/WD repeat-containing protein 7 (Homo sapiens), Q969H0; normalized activity (activation), % at 26.1 µM; AlphaScreen FBW7–phospho-cyclin E peptide binding, activator screen; 650,000 tested, 0.13% active; in the data active means normalized activity above about 1.9%;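 further: purified mutant Fbw7 with reduced substrate affinity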
TEAD-YAP block: TEAD-YAP interaction inhibition, primary screen, TEAD-YAP interaction inhibitor project, luminescence, HEK-TIYL cells. TEAD-Gal4/YAP UAS-luciferase luminescence. inhibition, % at 9.12 µM. 640,000 tested, 1.4% active; in the data active means inhibition above about 32%;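 further: 0% = median of test compound wells and 100% = reference inhibitor wells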
MITF primary: MITF inhibitors, primary screen, biochemical, AlphaScreen, human; Microphthalmia-associated transcription factor (Homo sapiens), O75030; AlphaScreen MITF homodimerization, bead proximity signal; inhibition, % at 2.6 µM; 650,000 tested, 0.91% active; in the data active means inhibition above about 50%;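 further: 0% = vehicle wells with protein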
Target sequence (O75030 whole entry, looked up): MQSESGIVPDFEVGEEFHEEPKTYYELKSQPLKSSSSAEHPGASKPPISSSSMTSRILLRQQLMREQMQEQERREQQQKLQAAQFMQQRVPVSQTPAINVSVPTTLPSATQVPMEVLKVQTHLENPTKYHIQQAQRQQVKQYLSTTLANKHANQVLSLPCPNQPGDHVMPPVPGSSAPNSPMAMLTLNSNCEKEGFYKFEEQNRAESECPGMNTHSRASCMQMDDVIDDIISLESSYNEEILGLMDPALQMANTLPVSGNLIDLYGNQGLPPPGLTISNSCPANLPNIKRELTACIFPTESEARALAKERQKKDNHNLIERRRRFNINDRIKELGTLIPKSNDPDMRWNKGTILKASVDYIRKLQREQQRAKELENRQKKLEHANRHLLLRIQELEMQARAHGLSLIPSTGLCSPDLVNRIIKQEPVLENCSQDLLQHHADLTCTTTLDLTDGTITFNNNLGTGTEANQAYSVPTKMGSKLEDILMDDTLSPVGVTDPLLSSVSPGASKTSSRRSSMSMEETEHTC
GPR151 activ: activators of human GPR151, primary screen, cell-based, PathHunter beta-arrestin, luminescence | PathHunter beta-arrestin GPR151 cells | activation, % at 11.2 µM | 650,000 tested, 1% active | AID 1508602, 2020; in the data active means activation above about 4.9%;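 further: 0% = median of compound wells and 100% = cells with positive control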
Target sequence (Q8TDV0 whole entry, looked up): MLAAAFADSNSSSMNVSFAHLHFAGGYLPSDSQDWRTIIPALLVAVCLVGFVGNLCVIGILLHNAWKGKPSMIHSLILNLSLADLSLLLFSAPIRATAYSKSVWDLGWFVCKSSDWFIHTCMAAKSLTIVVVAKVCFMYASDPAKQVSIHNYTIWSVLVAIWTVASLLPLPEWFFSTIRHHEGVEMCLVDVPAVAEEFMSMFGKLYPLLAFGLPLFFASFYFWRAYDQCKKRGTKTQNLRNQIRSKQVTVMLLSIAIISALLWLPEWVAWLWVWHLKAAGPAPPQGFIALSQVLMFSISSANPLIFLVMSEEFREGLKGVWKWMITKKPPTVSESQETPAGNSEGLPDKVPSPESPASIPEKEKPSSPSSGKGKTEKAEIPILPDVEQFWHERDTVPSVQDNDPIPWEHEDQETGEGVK
* = called active by the depositor; · = no result given.

SMILES	FBW7 activator	TEAD-YAP block	MITF primary	GPR151 activ
COc1cccc(CC2(CO)CCCN(Cc3c(C)nn(C)c3Cl)C2)c1 (configuration not stated)	-0.2	3.7	-1.6	-2.4
CCOc1cc(/C=C(\C#N)C(=O)NC(N)=O)ccc1OCC(C)C	0.0	5.5	4.8	-0.3
NC(=S)NC1=CN(c2ccccc2)N=C(c2ccc([N+](=O)[O-])cc2)N=C1	0.1	7.0	17.6	-1.1
CCCCNCCCOc1ccccc1CC	0.1	-1.5	13.2	-0.6
O=C(COC(=O)c1ccccc1Cl)Nc1ccccc1N1CCOCC1	0.1	6.2	-5.1	0.1
Cc1ccc2c(c1)C(=O)CC1(CCN(CC(N)=O)CC1)O2	-0.1	-0.8	-4.5	0.7
COCCCNC(=O)c1ccc2c(c1)nc(C)n2-c1ccc(F)c(F)c1	0.1	3.2	7.0	0.1
COC(=O)C1=C(C(=O)OC)[C@@H]2N(C)c3ccccc3[C@@]23CCC(=O)N(Cc2cc(OC)c(OC)c(OC)c2)C3=N1	0.0	·	15.1	-0.1
COC(=O)c1nnn(-c2nc(C)cc(C)n2)c1C(=O)OC	0.1	5.4	-10.6	0.3
Cc1ccc(SCCNC(=O)c2ccc([N+](=O)[O-])cc2)cc1	0.1	-10.1	9.6	-0.6
COc1ccc(C(NC(C)=O)c2c(O)ccc3ccccc23)cc1 (configuration not stated)	-0.2	62.2*	-1.0	0.9
COC(=O)CNC(=O)C1CN(Cc2ccccc2)CCN1S(C)(=O)=O (configuration not stated)	0.0	-0.5	12.2	1.0
CCOc1ccc(CCNC(=O)CN2C(=O)CCSc3ccccc32)cc1	0.1	11.5	-0.1	0.0
CN(C(=O)CSc1nnc(-c2cccs2)n1N)c1ccccc1	-0.1	-0.9	-7.8	1.8
Cc1cc2cc(CCNC(=O)C(C)(C)C)c(=O)[nH]c2cc1C	0.1	-10.9	5.5	-1.7
O=C1CCCC2=C1C(c1cccs1)C1C(=O)c3ccccc3C1=N2 (configuration not stated)	-0.3	-1.1	4.0	1.9
O=C(NNC(=O)c1ccccc1F)c1ccc(Cl)nc1	0.0	-14.6	7.5	4.9*
CCC(C)NC(=O)CSc1nnc(-c2ccoc2C)n1-c1ccc(F)cc1 (configuration not stated)	0.0	-5.5	11.0	-0.5
CC1CCCC(NC(=O)C2N(C(C)CCc3ccccc3)C(=O)C3C(C(=O)Nc4cccc(Cl)c4)C4C=CC32O4)C1C (configuration not stated)	-0.1	9.7	-0.1	-0.5
CCCCn1c(CNC(=O)c2c(F)cccc2Cl)nnc1SC(C)C(=O)Nc1sc2c(c1C(=O)OCC)CCC2 (configuration not stated)	0.0	0.6	-17.9	-0.4
COc1cc(C2C3=C(CCCC3=O)OC3=C2C(=O)CCC3)ccc1OCc1ccccc1	-0.1	5.6	-2.1	2.4
C=CCc1ccccc1OCC(O)CN1C(C)CCCC1C (configuration not stated)	-0.2	5.8	-0.7	-0.1
O=C(Nc1nc2ccc(F)cc2s1)c1ccc(S(=O)(=O)N2CCCCC2)cc1	0.0	4.6	9.9	-0.3
CC(C)OC(=O)c1cccc(C(=O)Nc2ccc([N+](=O)[O-])cc2Cl)n1	0.1	10.6	-14.4	-0.5

Reformatted with two lines to a compound: part of the list above.
Value order: FBW7 activator, TEAD-YAP block, MITF primary, GPR151 activ
- CCC(C)NC(=O)CSc1nnc(-c2ccoc2C)n1-c1ccc(F)cc1 (configuration not stated)
 : 0.0, -5.5, 11.0, -0.5
- CC1CCCC(NC(=O)C2N(C(C)CCc3ccccc3)C(=O)C3C(C(=O)Nc4cccc(Cl)c4)C4C=CC32O4)C1C (configuration not stated)
 : -0.1, 9.7, -0.1, -0.5
- CCCCn1c(CNC(=O)c2c(F)cccc2Cl)nnc1SC(C)C(=O)Nc1sc2c(c1C(=O)OCC)CCC2 (configuration not stated)
 : 0.0, 0.6, -17.9, -0.4
- COc1cc(C2C3=C(CCCC3=O)OC3=C2C(=O)CCC3)ccc1OCc1ccccc1
 : -0.1, 5.6, -2.1, 2.4
- C=CCc1ccccc1OCC(O)CN1C(C)CCCC1C (configuration not stated)
 : -0.2, 5.8, -0.7, -0.1

(list continues)
SMILES	FBW7 activator	TEAD-YAP block	MITF primary	GPR151 activ
COCCn1c(=NC(=O)c2ccccc2OC)sc2cc(S(C)(=O)=O)ccc21	0.2	-3.7	-0.6	-0.9
O=C(COc1ccccc1)NCCSCc1ccco1	0.0	-17.5	3.8	-1.9
COCCNc1nc(CN2CCCCC2C(=O)OC)nc2ccc(Cl)cc12 (configuration not stated)	-0.1	-6.5	10.1	0.0
O=S(=O)(c1cccc(C(F)(F)F)c1)N1CCCC(N2CCOCC2)C1 (configuration not stated)	-0.2	2.4	-1.4	-0.1
C=CCN(C)C(=O)c1cnc2scc(CC)n2c1=O	0.2	-4.0	13.4	0.3
Cc1ccc(C)n1-c1ccc(C(=O)NNC2=NCCC2)s1	-0.5	-9.6	12.1	1.5
CCSc1nnc(NC(=O)CCCC(=O)Nc2nnc(SCC)s2)s1	0.3	-1.3	12.6	0.2
COC(=O)c1ccc(N2C(=O)C3C4C=CC(C4=C(C)C)C3C2=O)cc1 (configuration not stated)	0.0	-10.7	-1.1	-1.9
CCCN1CC=C2C(C#N)=C(N)C(C#N)(C#N)C(CC)C2C1 (configuration not stated)	0.6	4.3	24.0	-1.0
COCCCNC(=O)c1c(N)n(/N=C/c2ccc(F)cc2)c2nc3ccccc3nc12	-0.1	5.3	-8.7	0.3
O=C(CCS(=O)(=O)c1ccccc1)Nc1ccc2c(c1)OCCO2	0.0	-53.0	0.6	0.0
Cc1ccc(NC(=O)N[C@H]2C[C@H]3C(=O)N[C@@H](CCCCN)C(=O)N3C2)cc1C	-0.2	2.3	-1.4	2.3
Cc1cc(Nc2ccc(N3CCOCC3)cc2)nc(Nc2ccc(N3CCOCC3)cc2)n1	-0.3	4.9	33.4	-1.9
COc1ccc(N2C(N)=C(C#N)C(c3cc(OC)c(OC)c(OC)c3)C3=C2CCCC3=O)cc1 (configuration not stated)	-0.1	53.7*	8.1	0.8
CC1CCCCC1NC(=O)CN1CCC(O)(c2ccc3c(c2)OCO3)CC1 (configuration not stated)	0.2	-6.6	12.3	2.5
O=c1[nH]c(CSc2nnc(Nc3ccccc3)s2)nc2ccccc12	0.2	-1.9	-4.1	-0.4
COc1cc(Nc2nccn3c(-c4ccc(C#N)cc4)cnc23)cc(OC)c1OC	0.0	-2.5	-0.5	-1.1
COc1ccccc1NC(=O)c1ccc2c(c1)N(CC(=O)NC(C)(C)C)C(=O)C(C)(C)O2	-0.2	3.4	5.5	0.5
COc1ccc(C2CC(=O)N(CCCN(C)C)C2)cc1 (configuration not stated)	-0.2	2.9	27.6	2.5
CC1(C)CC(=O)C(C=Nc2ccc(I)cc2)=C(O)C1	0.1	-7.3	2.7	0.0
COc1ccc(CN2CCN(Cc3cc(OC)ccc3O)CC2CCO)c(F)c1 (configuration not stated)	0.1	-8.9	5.8	-1.0
CC1(c2ccccc2)CC(C)(C)N(C(=O)c2cccc(Cl)c2)c2ccccc21 (configuration not stated)	-0.2	7.0	-1.4	0.2
CCOc1ccccc1CN1CCN(Cc2cnn(CC)c2)CC1CCO (configuration not stated)	-0.1	-6.6	-8.1	0.6
Cc1ccc(NC(=O)CCC(=O)Nc2ccccc2)cc1	0.0	-5.2	5.1	-0.7

A draw from above in order of count of non-hydrogen atoms, low to high:
SMILES	FBW7 activator	TEAD-YAP block	MITF primary	GPR151 activ
Cc1ccc(NC(=O)CCC(=O)Nc2ccccc2)cc1	0.0	-5.2	5.1	-0.7
COC(=O)c1ccc(N2C(=O)C3C4C=CC(C4=C(C)C)C3C2=O)cc1 (configuration not stated)	0.0	-10.7	-1.1	-1.9
Cc1ccc(NC(=O)N[C@H]2C[C@H]3C(=O)N[C@@H](CCCCN)C(=O)N3C2)cc1C	-0.2	2.3	-1.4	2.3

(cont.)
SMILES	FBW7 activator	TEAD-YAP block	MITF primary	GPR151 activ
CCOC(=O)c1ccc(NC(=O)c2cccc(Oc3ccccc3)c2)cc1	0.1	47.9*	-6.6	1.4
Cc1nc2c3ccccc3[nH]c(=O)n2n1	1.6	3.4	17.1	0.4
CC1=CC2=NC(=O)/C(=C\c3ccc(OC(=O)c4ccco4)c(Cl)c3)C(=N)N2O1	0.6	-6.6	19.7	-0.2
CC(C)OC(=O)c1ccccc1[N+](=O)[O-]	0.3	0.4	21.2	0.5
Cc1cc(C)c(C(=O)CSc2n[nH]c(N)n2)cc1C	0.1	-2.7	-3.6	-1.3
Cc1c(CN2CCCC(CNS(=O)(=O)Cc3ccccc3)C2)cnn1C (configuration not stated)	0.0	3.8	-4.4	-0.2
CN(C)CCCN(C(=O)c1cc(Cl)sc1Cl)c1nc2ccccc2s1	0.2	0.2	13.8	0.2
O=C1N/C(=C\c2cc3c(cc2Br)OCO3)C(=O)N1c1ccccc1	0.0	5.6	5.2	0.7
CNc1nc(Nc2ccc(C)cc2)nc(N)c1[N+](=O)[O-]	-0.2	-63.2	-4.5	-8.3
COc1cc(OC)nc(Oc2ccccc2/C=N/Nc2ccccn2)n1	-0.1	13.5	-1.1	-0.6
COc1ccc(COC(=O)N/N=C/c2cccc(C)n2)cc1	-0.1	-23.2	-3.7	2.7
COc1cccc(NC(=O)Nc2nnc(C3CCCCC3)s2)c1	-0.1	-11.8	-5.7	1.0
Fc1ccccc1/C=C/c1ccncc1	-0.1	-19.9	-2.9	-2.6
O=C(CCc1ccccc1)NCCCN1CCN(c2ccccc2)CC1	-0.1	0.5	4.8	-0.3
Cc1cc(SCC(=O)c2ccccc2)nc(=O)[nH]1	-0.2	-29.9	3.7	0.9
COc1cccc2cc(C(=O)NC(C)(C)CC(C)(C)C)c(=O)oc12	-0.1	5.4	4.7	1.3
CC(C)Cc1ccc(C(C)C(=O)Nc2ccccc2NC(=O)C(C)c2ccc(CC(C)C)cc2)cc1 (configuration not stated)	-0.1	10.9	-3.7	0.4
Cc1ccc(C(=O)Nc2sc3c(c2C(=O)N2CCC(C)CC2)CCC(C)C3)cc1 (configuration not stated)	0.0	-0.5	0.1	-1.2
CN(C(=O)CSc1nc(-c2ccccc2)cs1)C1CCS(=O)(=O)C1 (configuration not stated)	-0.1	5.0	3.1	0.4
O=C(Nc1ccc(F)cc1F)/C(=C/c1cccc([N+](=O)[O-])c1)NC(=O)c1ccc(F)cc1Cl	0.0	-4.2	1.4	-1.0
Cc1ccc2cc(C#N)c(N3CCCN(S(=O)(=O)c4ccc(F)cc4)CC3)nc2c1	0.0	4.3	-12.6	0.1
CC(=O)N1CCOC1(C)c1ccc([N+](=O)[O-])cc1 (configuration not stated)	1.0	6.5	9.4	0.9
c1ccc(Cc2nnc3sc(-c4ccc5c(c4)OCO5)nn23)cc1	-0.1	-11.2	-3.0	-0.7
CSc1ccc(/C=C(\NC(=O)c2ccccc2Cl)C(=O)N2CC3CC(C2)c2cccc(=O)n2C3)cc1 (configuration not stated)	0.0	-0.6	13.9	-0.3
Cc1ccc(C(=O)N2CCN3C(=O)[C@H](Cc4ccc(Cl)cc4)NC(=O)[C@H]3C2)cc1	0.1	-2.6	-12.4	-0.3
CC(C)(CCl)NS(=O)(=O)c1ccc(Cl)cc1	0.4	4.1	4.2	-0.5
O=C(NC1CCN(Cc2ccccc2)CC1)c1ccc2nc3cc(Cl)ccc3c(=O)n2c1	-0.1	-0.9	16.9	-0.3
CC1(C)OC(C)(C)/C(=C\c2ccccc2[N+](=O)[O-])C1=O	0.2	3.6	5.9	1.7
COc1cccc(OC)c1C(=O)Nc1ccc(C(=O)N2CCC(C)CC2)cc1	-0.1	-12.1	5.8	0.2
COCCOC(=O)c1c(C)oc2cc(Br)c(OCC(=O)OC(C)C)cc12	-0.1	4.4	-3.0	-1.1
CC(=O)N1CCN(c2ccc(NC(=S)NC(=O)c3ccc(C)cc3)cc2)CC1	-0.4	12.2	-0.5	-1.0
Cc1ccc(NC(=O)c2[nH]cnc2C(=O)Nc2ccc(Br)cc2)c(C)c1	0.1	8.6	3.4	-1.0
CCCCN(CCCC)S(=O)(=O)c1ccc2c(c1)nc1n2CCC1	-0.1	-3.3	5.4	-0.5
COC(=O)CSC(=S)N(C)C1CCS(=O)(=O)C1 (configuration not stated)	0.1	-6.5	9.7	0.7
Cc1ccc(CNS(=O)(=O)c2ccc(Cl)cc2)cc1	0.2	2.9	3.8	1.3
O=C(NCc1ccccn1)Nc1ccccc1Cl	0.0	-15.9	15.1	-1.3
COc1ccc(C2(C)NC(=O)N(CCOc3ccc(Br)cc3)C2=O)cc1 (configuration not stated)	-0.1	6.1	-3.5	-0.5
CC(=O)c1ccc(-n2c(C)ccc2-c2ccccc2)cc1	-0.3	-6.9	0.2	0.0
COC(=O)c1cc(S(=O)(=O)NCCc2ccc(Cl)cc2)c[nH]1	-0.2	5.0	1.3	-2.2
CC(C)(C)NC(=O)NC(=O)CSc1nc(-c2ccccc2)cs1	0.1	2.5	-1.6	-2.9
COc1cc(C2C(C(=O)OC3CCCCC3)=C(C)NC3=C2C(=O)CC(C)(C)C3)cc(Br)c1O (configuration not stated)	0.0	-1.8	-6.8	-0.1
C=CCN1C(=O)CC[C@@]23C1=NC(C(=O)OC)=C(C(=O)OC)[C@@H]2N(CC#CC)c1ccccc13	0.2	·	14.5	0.0
COc1ccc(C(=O)NC(CC(=O)O)c2ccc(OC)c(OC)c2)cc1OC (configuration not stated)	-0.1	-8.0	-5.6	2.5
O=C(Nc1cc(-c2nc3ccccc3o2)ccc1Cl)c1ccc(-c2ccccc2[N+](=O)[O-])o1	1.2	-45.2	25.4	-0.8
COc1ccc2c(c1)CC(c1nc(Nc3ccc4cnccc4c3)c3ccccc3n1)CO2 (configuration not stated)	0.1	0.7	55.2*	3.0
COCCCNC(=O)c1nn(-c2ccc(OC)cc2)c(=O)c2ccccc12	-0.1	-2.1	-5.1	1.0

Screens as filed in PubChem.
